Source: PubChem (National Center for Advancing Translational Sciences (NCATS))
ELG1 genotox: qHTS screen for small molecules that induce genotoxicity in human embryonic kidney (HEK293T) cells expressing luciferase-tagged ELG1; 1.3% of 330,000 active; Potency, µM (series often up to 46 µM), without a hit: at the top dose activity change, positive = activation, usual class: activators; HEK293T ELG1-luciferase reporter, luminescence, 16 h; AID 504466, 2011; note: potency is the fitted concentration of half-maximal effect; % of control where 0% means no effect; nearly all actives have a fitted effect of over 60% in size
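Quantitative HTS format in 1536-well plates. HEK293T ELG1-luciferase reporter cells receive test compound and are incubated 16 hr at 37 °C, 5% CO2; ONE-Glo added, 30 min room temperature, then luminescence read.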
p53 reactivator: qHTS assay for re-activators of p53 using a Luc reporter; H1299 p53-A138V BP100-luciferase reporter, luminescence, 24 h; Potency, µM (top dose mostly 92.2 µM), inactives show top-dose activity change, positive = activation, actives largely listed as activators; 0.063% of 320,000 active; AID 504706, 2011; note: potency is the fitted concentration of half-maximal effect; % of control where 0% means no effect; nearly all actives have a fitted effect of over 45% in size
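p53-null H1299 cells stably carrying temperature-sensitive p53-A138V and a BP100-luciferase reporter were pinned with compounds (4-point, 1:5 series) and held 24 hrs at 37 deg C. Luminescence was read 10 min after detection reagent.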
BRCA1 expr up: qHTS Assay to Identify Small Molecule Activators of BRCA1 Expression; MCF7-BRCA1-FFLuc reporter, luminescence, 48 h; response scale: scaled: vehicle 0%, 10 µM genistein 100%; Potency, µM (doses to about 46.1 µM), for inactives: at the highest dose activation, actives largely listed as activators; 1.1% of 380,000 active; note: potency is the fitted concentration of half-maximal effect; nearly all actives have a fitted effect of over 80% in size; some results filed as inactive show a strong effect at the top dose
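Compounds are tested at multiple concentrations on MCF7 BRCA1-luciferase reporter cells seeded at 2000 per well; after 48 h, a single luminescence end-point is taken and curves fitted to the normalized data.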
Giardia kill: Small Molecules that selectively kill Giardia lamblia: qHTS; Giardia lamblia trophozoite viability; activity change, % at 7.66 µM, hits read low; 0.15% of 340,000 active; in the data active = activity change below about -80%; inconclusive = between about -30% and that limit;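 note: parasites exposed to compound for two days anaerobically before the ATP read; % is set by controls: 0 for no effect and ±100 for the full control effect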
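ATP-content bioluminescence gauges trophozoite survival. Cells (100/well) receive compound and incubate anaerobically for 48 hrs at 37 deg C; detection reagent follows for 15-30 min at room temperature.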
An asterisk follows results filed as active; u = inconclusive. Unless noted, calls come from the whole dose curve; as a rule, active = well fitted activation curve with a large enough effect; inconclusive = small, poorly fitted or top-dose-only effect; inactive = no such curve, though single readings can be large or run the other way. The list is partial, so the mix of outcomes need not match the whole.

cpd | SMILES | Giardia kill | BRCA1 expr up | p53 reactivator | ELG1 genotox
1 | O=C(c1cnccn1)N1CCN(S(=O)(=O)c2cccc(Cl)c2)CC1 | 3 | -14% | -2% | 1%
2 | CC(Nc1cccc(C(=O)NC2CC2)c1)c1nnc(-c2ccccc2)o1 (centres undefined) | 11 | -13% | -8% | 0%
3 | CC1CCCC(=NNC(=O)C2COc3ccccc3O2)C1 (centres undefined) | -12 | 11% | 5% | -1%
4 | C[C@H](NS(=O)(=O)c1c(Cl)cccc1Cl)C(=O)NNC(=O)COc1ccccc1F | 1 | 0% | 3% | 1%
5 | CC(=O)Nc1ccc(S(=O)(=O)N(C)CC(=O)NNc2c(F)c(F)cc(F)c2F)cc1 | -6 | 1% | -1% | 0%
6 | NS(=O)(=O)c1ccc(CNC(=O)c2ccc3c(c2)OCO3)cc1 | 5 | 0% | 4% | -2%
7 | CN(CC(=O)NCCCn1ccnc1)S(=O)(=O)c1ccc(Cl)cc1 | -24 | -1% | 3% | 0%
8 | CN(C)CCCNC(=O)C[C@H]1C[C@H](C(=O)N2CCCCC2)[C@@]2(CCc3ccccc3)c3[nH]c4ccc(Cl)cc4c3CCN2C1=O | -6 | 1% | -2% | -6%
9 | C[C@]12c3[nH]c4ccccc4c3CCN1C(=O)C(CC(=O)NCC13CC4CC(CC(C4)C1)C3)C[C@@H]2C(=O)N1CCCCC1 (some centres undefined) | -8 | -56% | -2% | -6%
10 | CC(C)=CCC[C@](C)(O[C@@H]1O[C@H](CO[C@@H]2OC[C@@H](O)[C@H](O)[C@H]2O)[C@@H](O)[C@H](O)[C@H]1O)C1CC[C@]2(C)C1[C@H](O)CC1[C@@]3(C)CC[C@H](O[C@@H]4O[C@H](CO)[C@@H](O)[C@H](O)[C@H]4O)C(C)(C)C3CC[C@]12C (some centres undefined) | 12 | 0% | 1% | -2%
11 | COc1cc(OC)cc(-c2c(-c3cccs3)c3cc(-c4ccc(C(N)=O)cc4)ccc3n2C)c1 | -2 | 0% | -2% | u
12 | O=C(Nc1cccc(S(=O)(=O)N2CCCCC2)c1)c1cc(=O)[nH]c2ccccc12 | -7 | -32% | -7% | 1%
13 | Cn1nnnc1SCC(=O)N1N=C(c2cccs2)CC1c1cccs1 (centres undefined) | -19 | 8% | -6% | -1%
14 | COc1cc(OC)cc(C(=O)N[C@H](C(=O)NC2=NCCS2)C(C)C)c1 | -3 | -15% | -6% | -1%
15 | COc1ccc(Cl)cc1C(=O)NNC(=O)CSc1nncn1C | 6 | -10% | 3% | -1%
16 | O=C(/C=C/c1cccc(F)c1)Nc1cc(S(=O)(=O)N2CCOCC2)ccc1Cl | -7 | -60% | -17% | -7%

A different layout for some results above.
(10) CC(C)=CCC[C@](C)(O[C@@H]1O[C@H](CO[C@@H]2OC[C@@H](O)[C@H](O)[C@H]2O)[C@@H](O)[C@H](O)[C@H]1O)C1CC[C@]2(C)C1[C@H](O)CC1[C@@]3(C)CC[C@H](O[C@@H]4O[C@H](CO)[C@@H](O)[C@H](O)[C@H]4O)C(C)(C)C3CC[C@]12C (some centres undefined)
(9) C[C@]12c3[nH]c4ccccc4c3CCN1C(=O)C(CC(=O)NCC13CC4CC(CC(C4)C1)C3)C[C@@H]2C(=O)N1CCCCC1 (some centres undefined)

| Assay by compound | 10 | 9 |
| --- | --- | --- |
| Giardia kill | 12 | -8 |
| BRCA1 expr up | 0% | -56% |
| p53 reactivator | 1% | -2% |
| ELG1 genotox | -2% | -6% |

(next part)
cpd | SMILES | Giardia kill | BRCA1 expr up | p53 reactivator | ELG1 genotox
17 | CC(C)(C)OC(=O)N1CCCC(C(=O)Nc2cccc(C(=O)N3CCCC3)c2)C1 (centres undefined) | 27 | 2% | -1% | 1%
18 | O=C(COc1ccc(F)cc1Br)NCC1COc2ccccc2O1 (centres undefined) | -19 | 6% | -4% | 0%
19 | C[C@H](CO)N1C[C@H](C)[C@@H](CN(C)S(=O)(=O)c2ccc(F)cc2)Oc2ccc(NC(=O)NC3CCCCC3)cc2C1=O | 4 | -1% | -2% | -3%
20 | Cc1[nH]c(SCC(=O)Nc2cc(C(N)=O)cc(C(N)=O)c2)nc1Cc1ccccc1 | -24 | 12% | 9% | 4%
21 | O=C(COC(=O)c1ccc(OC(F)F)cc1)NCc1cccs1 | 6 | -14% | 2% | 2%
22 | Cc1nc(SCc2nc3ccc(C(F)(F)F)cc3[nH]2)c2oc3ccccc3c2n1 | -2 | -49% | -4% | -6%
23 | CC(C)[C@H](NS(=O)(=O)c1ccccc1)C(=O)OCC(=O)Nc1cccc(S(N)(=O)=O)c1 | 6 | -7% | 0% | 0%
24 | CCN(c1ccccc1)S(=O)(=O)c1ccc2c(c1)OCCO2 | -4 | -23% | -1% | -3%
25 | CC(C)C[C@@H]1CN=C(N)N1C[C@@H]1CCCN1C[C@H](C)N1C[C@@H](Cc2ccccc2)N(CCc2ccc(Cl)c(Cl)c2)C1=N | -9 | 5% | 0% | -2%
26 | CCCCN1C(=N)N([C@@H](C)CN2CCC[C@H]2CN2C(N)=NC[C@H]2CC(C)C)C[C@H]1[C@H](C)CC | u | 18% | 1% | -1%
27 | O=C1Cc2cc(S(=O)(=O)N3CCNCC3)ccc2N1 | 2 | 2% | 5% | 3%
28 | O=C(CC1C[C@H](C(=O)N2CCCCC2)[C@@]2(CCc3ccccc3)c3[nH]c4ccccc4c3CCN2C1=O)NCc1cccc(C(F)(F)F)c1 (some centres undefined) | 18 | -1% | -7% | -9%
29 | CCN(CC(=O)NCc1cccs1)C(=O)Cc1ccc(Cl)c(Cl)c1 | -19 | -16% | -19% | -1%
30 | CC1CCCC(C)N1C(=O)COC(=O)CCC(=O)c1ccc(F)cc1 (centres undefined) | -29 | -6% | 7% | 1%
31 | C[C@@H]1CN([C@H](C)CO)C(=O)c2cc(NC(=O)C3CCCCC3)ccc2O[C@@H]1CN(C)Cc1ccc(C(F)(F)F)cc1 | 4 | -48% | 6% | -7%
32 | C[C@H]1COC(=O)[C@H](Cc2ccc(F)cc2)C/C=C\C[C@@H](CC(=O)NCCO)C(=O)N1 | 21 | 0% | 13% | 0%
33 | CCN(CC)C(=O)[C@H]1CC(CC(=O)NCCCN(C)C)C(=O)N2CCc3c([nH]c4ccc(OC)cc34)[C@]12C (some centres undefined) | -4 | -4% | 9% | -1%
34 | Cc1c(Cl)cccc1NC(=O)CNC(=O)c1ccc2c(c1)OCCO2 | 24 | 46% | 0% | 5%
35 | COC(=O)[C@]1(C)N[C@H](CN(C)C(=O)Nc2ccccc2)[C@@H]2C(=O)N(C)C(=O)[C@@H]21 | -23 | 13% | -6% | 1%
36 | CCN(CC)S(=O)(=O)c1ccc(Cl)c(NC(=O)COC(=O)c2nc3nc(C)cc(C)n3n2)c1 | -24 | -18% | 0% | -3%
37 | CC(=O)c1cccc(NC(=O)COC(=O)CCC(=O)c2ccc(F)cc2)c1 | 4 | 9% | 2% | 3%
38 | CC(C)NC(=O)N(C)C[C@H]1Oc2c(NS(=O)(=O)c3cn(C)cn3)cccc2C(=O)N([C@H](C)CO)C[C@@H]1C | -26 | 0% | -2% | 0%
39 | O=C(CCNC(=O)c1ccccc1)Nc1ccc(S(=O)(=O)Nc2ncccn2)cc1 | -19 | -15% | 9% | 1%
40 | CN(C(=O)CSc1nnc2n1CCCCC2)C1(C#N)CCCCC1 | 2 | -20% | -3% | 4%
41 | O=C(O)c1cccc(S(=O)(=O)NCC2COc3ccccc3O2)c1 (centres undefined) | -2 | -7% | 5% | -2%
42 | C[C@@H]1COC(=O)[C@@H](CC(=O)OC(C)(C)C)C/C=C\C[C@H](CC(=O)N(CCO)Cc2ccccc2)C(=O)N1 | u | -25% | -7% | 2%
43 | CCOC(=O)N1CCN(c2ccc(S(=O)(=O)N3CCOCC3)cn2)CC1 | 4 | -13% | -3% | 0%
44 | Cc1ccc(C(=O)NC(C)CCc2ccccc2)cc1S(=O)(=O)N1CCOCC1 (centres undefined) | -8 | -10% | 1% | 0%
45 | COCCn1c(SCC(=O)NC(=O)NC2CCCCC2)nc2ccccc2c1=O | 6 | -29% | -6% | -3%
46 | CCCCN1CC(COCc2ccccc2)Oc2ccccc2S1(=O)=O (centres undefined) | -11 | 1% | 10% | -3%
47 | CCC(=O)c1ccc(OCC(=O)NC2CCN(Cc3ccccc3)CC2)cc1 | 8 | -20% | 6% | 1%
48 | COc1ccc([C@@H]2CC=C(C(=O)O)[C@H](c3ccc(C(C)(C)C)cc3)N2S(=O)(=O)c2ccc(C)cc2)cc1OC | -26 | 0% | 6% | -6%

Reprinted at random: 2 entries already listed
cpd | SMILES | Giardia kill | BRCA1 expr up | p53 reactivator | ELG1 genotox
42 | C[C@@H]1COC(=O)[C@@H](CC(=O)OC(C)(C)C)C/C=C\C[C@H](CC(=O)N(CCO)Cc2ccccc2)C(=O)N1 | u | -25% | -7% | 2%
41 | O=C(O)c1cccc(S(=O)(=O)NCC2COc3ccccc3O2)c1 (centres undefined) | -2 | -7% | 5% | -2%

(further entries)
cpd | SMILES | Giardia kill | BRCA1 expr up | p53 reactivator | ELG1 genotox
49 | COc1ccccc1NC(=O)COC(=O)c1ccc2ccccc2n1 | -12 | -18% | -4% | -1%
50 | O=C(CN1C(=O)NC2(CCOc3ccccc32)C1=O)NCCc1ccc(F)cc1 (centres undefined) | -13 | 4% | 2% | 1%
51 | CCOC(=O)[C@H]1[C@H]2COc3ccc(Br)cc3[C@@H]2N2C(=O)c3c(C)cc(C)cc3NC(=O)[C@@]12C | -10 | -32% | 0% | -1%
52 | O=C(NNC(=O)c1ccc([N+](=O)[O-])cc1)c1ccc(NS(=O)(=O)c2cccs2)cc1 | 7 | -2% | 2% | 1%
53 | COC(=O)c1ccc(/C=C/C(=O)OCC(=O)Nc2sccc2C(N)=O)cc1 | 8 | -20% | 0% | -16%
54 | CN(C)CCCNC(=O)C[C@H]1C[C@H](C(=O)N2CCOCC2)[C@@]2(CCC3CCCC3)c3[nH]c4cc(CCC(=O)N(C)C)ccc4c3CCN2C1=O | 6 | 3% | -1% | 1%
55 | CSc1ncccc1C(=O)OCC(=O)NC1CCCc2ccccc21 (centres undefined) | -23 | 4% | -5% | 7%
56 | O=c1oc([C@@H](O)c2ccccc2)cc2ccccc12 | -5 | 7% | 1% | 1%
57 | COc1ccc(OC)c(NC(=O)COC(=O)CC2CCCCC2)c1 | -6 | -11% | 7% | 1%
58 | CC(C)Cn1c(SCC(=O)O)nnc1-c1cccc(S(=O)(=O)N2CCOCC2)c1 | 11 | 14% | -5% | 0%
59 | Cc1ccc(C)c(S(=O)(=O)/N=C(/Nc2ccccc2)c2ccccc2)c1 | -4 | -41% | 2% | -7%
60 | COC(=O)[C@]1(Cc2ccccc2)N[C@H](CN(C)S(=O)(=O)c2ccc(OC)cc2)[C@@H]2C(=O)N(C)C(=O)[C@@H]21 | 9 | -10% | 1% | -3%
61 | CC(C)NC(=O)N(C)C[C@H]1Oc2ccc(NC(=O)NC3CCCCC3)cc2C(=O)N([C@H](C)CO)C[C@@H]1C | -26 | -16% | 5% | 2%

Individual results from the entries so far.
Giardia kill, CC(C)NC(=O)N(C)C[C@H]1Oc2ccc(NC(=O)NC3CCCCC3)cc2C(=O)N([C@H](C)CO)C[C@@H]1C : -26
ELG1 genotox, COC(=O)[C@]1(Cc2ccccc2)N[C@H](CN(C)S(=O)(=O)c2ccc(OC)cc2)[C@@H]2C(=O)N(C)C(=O)[C@@H]21 : -3%

Single records, as listed above.
Listed for COC(=O)[C@]1(Cc2ccccc2)N[C@H](CN(C)S(=O)(=O)c2ccc(OC)cc2)[C@@H]2C(=O)N(C)C(=O)[C@@H]21 = Giardia kill = 9; BRCA1 expr up = -10%; p53 reactivator = 1%; ELG1 genotox = -3%
Listed for CC(C)NC(=O)N(C)C[C@H]1Oc2ccc(NC(=O)NC3CCCCC3)cc2C(=O)N([C@H](C)CO)C[C@@H]1C = Giardia kill = -26; BRCA1 expr up = -16%; p53 reactivator = 5%; ELG1 genotox = 2%
